RNase H inhibition: RNase H inhibition, HIV 1 Gag Pol polyprotein, FRET biochemical assay, screening (AID 372); HIV-1 RT RNase H, FRET RNA/DNA substrate fluorescence; higher % means a stronger effect; inhibition, % at 10 µM, or IC50 in µM where a hit was titrated; actives 0.77% (n = 100,000); in the data active = inhibition above about 50%
* = called active by the depositor.

[1] N#CC1=C(N)Oc2c(c(=O)oc3ccccc23)C1C1CCCCC1 (centres undefined)
- RNase H inhibition = 16.0%

[2] CC(C)CCn1c(=O)c(C(=O)Nc2nc3ccc(Br)cc3s2)c(O)c2ccccc21
- RNase H inhibition = 6.0%

[3] O=c1oc2ccccc2c(O)c1C(c1ccccc1F)c1c(O)c2ccccc2oc1=O
- RNase H inhibition = 2.0%

[4] CCN(C(=O)C(Cl)(Cl)Cl)c1ccccc1C
- RNase H inhibition = 12.0%

[5] CCOc1ccc(CN(CCc2ccc3c(c2)OCO3)Cc2ccc3c(c2)OCO3)cc1
- RNase H inhibition = 6.0%

[6] CC(C)OP(=O)(Cc1cccc(C#N)c1)OC(C)C
- RNase H inhibition = 2.0%

[7] COc1cc(/C=C/[N+](=O)[O-])c(OC)cc1C
- RNase H inhibition = 4.0%

[8] CCCCP(=O)(O)c1ccccc1
- RNase H inhibition = 12.0%

[9] Cc1ccc(N2C(=O)NC(=O)/C(=C\c3cc(C)n(-c4cc(C(=O)O)cc(C(=O)O)c4)c3C)C2=O)cc1
- RNase H inhibition = 1.0%

[10] COc1cccc(CN2CCN(Cc3cc(Br)ccc3O)CC2)c1
- RNase H inhibition = 18.0%

[11] O=C(Nc1ccc(Cl)cc1C(=O)c1ccccc1)c1cc2ccccc2o1
- RNase H inhibition = 10.0%

[12] C1CCC2(C1)NN2CCN1NC12CCCC2 (centres undefined)
- RNase H inhibition = 5.0%

[13] Cc1ccc(-n2c(-c3ccncc3)nc3ccccc3c2=O)cc1
- RNase H inhibition = 9.0%

[14] CCc1ccc(CNCCc2ccc3c(c2)OCO3)cc1
- RNase H inhibition = 1.0%

[15] COc1ccc(-n2c(/C=C/c3cccc(Br)c3)nc3ccccc3c2=O)cc1
- RNase H inhibition = 10.0%

[16] O=C1NC(=S)NC(=O)C1=Cc1ccccc1OCc1ccccc1F
- RNase H inhibition = 2.0%

[17] O=[N+]([O-])c1ccc(N2CCOCC2)c(F)c1Br
- RNase H inhibition = 0.0%

[18] O=C1NC(=O)C(=Cc2cccc(O)c2)C(=O)N1
- RNase H inhibition = 0.0%

[19] COC(C(=O)Nc1ccc(Br)cc1C(=O)c1ccccc1Cl)c1ccccc1 (centres undefined)
- RNase H inhibition = 25.0%

[20] COc1cccc(CCNCc2ccc(SC)cc2)c1
- RNase H inhibition = 19.0%

[21] Clc1ccc(N2CCN(CCc3ccccc3)CC2)cc1
- RNase H inhibition = 14.0%

[22] COc1cc(OC)c(OC)cc1C=C1C(=O)NC(=S)NC1=O
- RNase H inhibition = 7.0%

[23] O=C(Nc1ccc(Cl)cc1C(=O)c1ccccc1)c1cccs1
- RNase H inhibition = 6.0%

[24] c1ccc(CCCN2CCN(C3CCCCC3)CC2)cc1
- RNase H inhibition = 6.0%

[25] CCCCCCCOC(=O)CC(CN)c1ccccc1 (centres undefined)
- RNase H inhibition = 11.0%

Pulled one by one from the entries so far, 6 records:
[13] Cc1ccc(-n2c(-c3ccncc3)nc3ccccc3c2=O)cc1
- RNase H inhibition = 9.0%

[7] COc1cc(/C=C/[N+](=O)[O-])c(OC)cc1C
- RNase H inhibition = 4.0%

[1] N#CC1=C(N)Oc2c(c(=O)oc3ccccc23)C1C1CCCCC1 (centres undefined)
- RNase H inhibition = 16.0%

[10] COc1cccc(CN2CCN(Cc3cc(Br)ccc3O)CC2)c1
- RNase H inhibition = 18.0%

[2] CC(C)CCn1c(=O)c(C(=O)Nc2nc3ccc(Br)cc3s2)c(O)c2ccccc21
- RNase H inhibition = 6.0%

[21] Clc1ccc(N2CCN(CCc3ccccc3)CC2)cc1
- RNase H inhibition = 14.0%

Next part
[26] CC1(C)CC2(CCO1)NCCN1C(=O)CSC12 (centres undefined)
- RNase H inhibition = 0.0%

[27] Clc1ccc(CN2CCN(Cc3ccccc3Br)CC2)cc1
- RNase H inhibition = 10.0%

[28] COc1ccc(CNCCc2ccc(Cl)cc2)cc1
- RNase H inhibition = 10.0%

[29] COc1ccc(O)c(CN2CCN(Cc3cccc(C)c3)CC2)c1
- RNase H inhibition = 0.0%

[30] CCOC(=O)c1c(N)n(CC2CCCCC2)c2nc3ccccc3nc12
- RNase H inhibition = 22.0%

[31] Cc1cccc(-n2c(/C=C3\C(=O)Nc4ccccc43)nc3ccc(I)cc3c2=O)c1
- RNase H inhibition = 15.0%

[32] Cc1ccc(N2C(=O)/C(=C/c3ccc(-c4cccc(C(=O)O)c4)o3)C(=O)NC2=S)cc1
- RNase H inhibition = 19.0%

[33] O=C(CN1CCCCC1)c1ccccc1
- RNase H inhibition = 16.0%

[34] O=C1NC(=O)N(c2ccccc2)C(=O)/C1=C/c1ccoc1
- RNase H inhibition = 12.0%

[35] COc1ccc(Br)cc1C=C1C(=O)NC(=O)N(c2ccc(C)cc2)C1=O
- RNase H inhibition = 2.0%

[36] O=C1NC(=S)N(c2ccc(Br)cc2)C(=O)/C1=C/c1ccc(-c2ccccc2C(=O)O)o1
- RNase H inhibition = 8.0%

[37] COc1ccc(CCN(C)Cc2cccc(F)c2)cc1OC
- RNase H inhibition = 7.0%

Structural class, the compounds so far containing a carbonyl joined to an NH by a bond outside any ring
[2] CC(C)CCn1c(=O)c(C(=O)Nc2nc3ccc(Br)cc3s2)c(O)c2ccccc21
- RNase H inhibition = 6.0%

[11] O=C(Nc1ccc(Cl)cc1C(=O)c1ccccc1)c1cc2ccccc2o1
- RNase H inhibition = 10.0%

[19] COC(C(=O)Nc1ccc(Br)cc1C(=O)c1ccccc1Cl)c1ccccc1 (centres undefined)
- RNase H inhibition = 25.0%

[23] O=C(Nc1ccc(Cl)cc1C(=O)c1ccccc1)c1cccs1
- RNase H inhibition = 6.0%

From PubChem

Only part of the results is shown; rates above refer to the full screens.
